Tb hexokinase – blocks Trypanosoma brucei hexokinase 1 activity | 0.11% of 220,000 active | recombinant TbHK1, G6PDH-coupled NADH A340 | AID 1430 | inhibition, % at 10 µM;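 active = inhibition of 50% or more in the single-dose primary screen; inactive = inhibition below 50%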
m-calpain inh – blocks pig calpain II enzyme activity; purified calpain II, fluorogenic peptide substrate, 30 min; inhibition, % at 16 µM; 0.37% of 220,000 active;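 active = inhibition above about 50%, limit read from the data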
PPC-1+TRAIL kill – kills PPC-1 cancer cells in the presence of TRAIL; PPC-1 cells + TRAIL, ATPLite viability luminescence; cell killing (% activity), % at 4 µM; 0.41% of 220,000 active; AID 1443;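 active = cell killing above 50% in the first pass at 4 µM, then a duplicate retest at 5 µM averaging 50% or more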;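 note: plate controls were cells with TRAIL plus DMSO for no effect and medium-only wells lacking cells for full effect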
EBV gp42 block – EBV gp42 inhibition. 0.42% of 220,000 active. Q1HVG2. Fluorescence polarization binding assay, mP read-out. inhibition, % (tested at 21.74 µM); in the data active = inhibition above about 50%
Target sequence (Q1HVG2 whole entry, looked up): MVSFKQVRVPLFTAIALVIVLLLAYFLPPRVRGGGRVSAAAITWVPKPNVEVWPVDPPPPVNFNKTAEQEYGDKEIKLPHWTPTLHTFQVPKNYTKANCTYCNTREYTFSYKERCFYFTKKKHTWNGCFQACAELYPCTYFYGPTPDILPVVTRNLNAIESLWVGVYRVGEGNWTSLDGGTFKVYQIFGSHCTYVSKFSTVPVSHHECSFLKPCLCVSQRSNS
TRPML3 agonist – agonists of human TRPML3 channel. Q8TDD5. HEK293 TRPML3-YFP, Fluo-8 calcium fluorescence; 100% = the carbachol control signal. activation, % at 3 µM. 0.29% of 220,000 active. AID 1448;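 active = activation above its plate's cutoff, the mean activation of the plate's test wells plus 3 SD, cut at about 12% in these data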;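 note: 0% = DMSO only wells and 100% = carbachol wells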
Target sequence (Q8TDD5 whole entry, looked up): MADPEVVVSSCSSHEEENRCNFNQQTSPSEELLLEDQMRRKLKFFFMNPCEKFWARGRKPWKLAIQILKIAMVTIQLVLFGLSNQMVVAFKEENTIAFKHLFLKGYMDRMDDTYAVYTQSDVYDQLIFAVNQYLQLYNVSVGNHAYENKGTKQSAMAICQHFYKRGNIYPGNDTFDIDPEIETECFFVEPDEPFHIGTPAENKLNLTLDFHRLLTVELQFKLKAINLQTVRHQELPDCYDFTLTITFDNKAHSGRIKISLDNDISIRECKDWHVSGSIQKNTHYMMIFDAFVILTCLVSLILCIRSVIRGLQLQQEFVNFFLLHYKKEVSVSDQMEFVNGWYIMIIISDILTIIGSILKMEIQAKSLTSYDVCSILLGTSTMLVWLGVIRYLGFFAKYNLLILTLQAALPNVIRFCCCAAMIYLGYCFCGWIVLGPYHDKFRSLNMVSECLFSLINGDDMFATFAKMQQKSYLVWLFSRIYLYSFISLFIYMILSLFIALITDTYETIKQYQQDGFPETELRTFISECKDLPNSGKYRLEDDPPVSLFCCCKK
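Material: TRPML3-YFP stable HEK293 cells | Dosing: One concentration, 3 µM nominal, 0.3% DMSO | Timing: 125 s total fluorescence read per well | Technique: Fluo-8 calcium dye fluorescence, ex 470-495, em 515-575 nm | Measure: Percent activation from peak-to-basal fluorescence ratio, scaled between DMSO and carbachol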
Furin inh – blocks human furin protease activity | P09958 | purified furin, fluorogenic substrate cleavage | inhibition, % at 30 µM | 0.061% of 220,000 active; in the data active = inhibition above about 25%; note: inactives centre near -15
TRPN1 ag – zebrafish TRPN1 (NompC) channel agonism; activation, % at 3 µM; AID 1424; 0.18% of 220,000 active; HEK293 zebrafish TRPN1-YFP, Fluo-8 calcium fluorescence; 100% = response to 87 µM carbachol;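 active = activation above its plate's cutoff, the mean activation of test wells on that plate plus 3 SD, cut at about 19% in these data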;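 note: 0% = DMSO alone and 100% = 87 µM carbachol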
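Assay system: Zebrafish TRPN1-YFP in HEK293 cells | Incubation: Dye loading 1 h at 37 °C, then 30 min room temperature | Measured by: Kinetic Fluo-8 fluorescence, ex 470-495, em 515-575 nm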
Cl transport mod – modulates chloride dependent transport by human KCC2 | B-score of Tl+ flux slope (higher = more flux/activation; lower = inhibition) at 10 µM | KCC2 cells, thallium flux FluoZin-2 fluorescence | AID 1456 | 2.2% of 190,000 active | Q9H2X9;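 active = thallium flux slope and its plate-corrected score both differing from the plate sample mean at a set confidence after two filtering rounds, in either direction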;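 note: slope of fluorescence scaled to starting intensity during 10 to 20 s after thallium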
Thrombin inh – inhibitors of human thrombin; alpha-thrombin, Boc-VPR-AMC fluorogenic substrate cleavage; P00734; 0.26% of 220,000 active; inhibition, % at 5 µM; AID 1046;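 active = inhibition at or above 40%; inactive = inhibition below 40%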;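 note: 0% = enzyme with no compound and 100% = wells without enzyme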
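Test system: human alpha-thrombin protein / Dosing: one concentration per compound, 5 µM, with 0.2% DMSO / Medium: pH 7.5 Tris-saline with Tween 20 / Benchmarks: no-compound enzyme wells and no-enzyme blanks / Read-out basis: percent inhibition of thrombin substrate cleavage / Timing: reaction at room temperature / Measured by: fluorescence, ex 355 nm, em 460 nm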
Active calls of the source: *; x = no result given; [ ] = remark or other dose.

SMILES | Tb hexokinase | m-calpain inh | PPC-1+TRAIL kill | EBV gp42 block | TRPML3 agonist | Furin inh | TRPN1 ag | Cl transport mod | Thrombin inh
Cc1cc(/C=C(\C#N)C(=O)Nc2ccccc2)c(C)n1-c1ccc2c(c1)OCO2 | -13 | -334 | 16 | -33 | -1.1 | -1[20 µM] | 0.1 | x | -12
CC(C(=O)NCC1(c2ccccc2)CCOCC1)N1CCOCC1 (centres undefined) | 3 | -13 | x | -19 | 0.5 | -21 | -0.1 | 0.22 | -7
O=C(N/N=C\C=C\c1ccc2c(c1)OCO2)c1cccnc1 | -60 | -18 | 2 | 7 | 1.3 | 8 | 3.4 | -0.027 | -10
NS(=O)(=O)c1ccc(NC(=O)C2(c3ccccc3)CCCC2)cc1 | -2 | -16 | -10 | -1 | 1.7 | -23 | 1.2 | 1.1 | 2
CC(C)CNc1nc2c(c(=O)n(C)c(=O)n2C)n1Cc1cccc(Br)c1 | 9 | -1 | 15 | -1 | -0.5 | -12[20 µM] | -0.4 | -0.052 | -1
COCCCn1nnnc1SCC(=O)Nc1nc(C)c(C)s1 | -3 | 3 | 18 | -7 | 0.1 | -19[20 µM] | -0.2 | -1.7 | -5
Cc1nnc(SCC(=O)Nc2nc(-c3ccc(F)cc3)cs2)[nH]c1=O | 6 | 21 | 10 | -14 | -0.7 | -6 | -2.7 | -3.1 | x
CC1(C)CC(=O)C2=C(C1)OC(N)=C(C#N)C2C#Cc1ccccc1 (centres undefined) | -2 | -45 | 25 | -19 | 0.8 | -18 | 0.9 | x | 0
Cc1onc(-c2ccccc2)c1C(=O)NC(=S)NNC(=O)c1ccc(O)cc1O | -23 | 15 | 24 | -12 | 0.1 | -18 | -1.6 | -1.2 | -3
Nc1nn(-c2ccccc2)c(N)c1N=Nc1ccccc1 | -32 | 16 | 17 | -18 | -0.5 | 9 | -0.5 | -1.2 | -7
O=C(Nc1ccc2c(c1)OCCO2)c1c(F)cccc1F | -1 | -4 | 18 | -19 | 0.1 | -26[20 µM] | -1.0 | 0.21 | -1
N#Cc1nc(-c2ccco2)oc1N1CCN(C(c2ccccc2)c2ccccc2)CC1 | -20 | -19 | 7 | -24 | 0.4 | -11 | -0.1 | x | 9
CCOC(=O)CSc1nnc(CNC(=O)c2ccc(S(=O)(=O)N3CCCCC3)cc2)n1C | -9 | 18 | 11 | -2 | 0.3 | -26 | 1.2 | -0.0035 | 3
Fc1ccc(Nc2nc(Oc3ccc4c(c3)OCO4)nc(N3CCOCC3)n2)c(F)c1 | -3 | -17 | 3 | -4 | 0.9 | -4 | -0.1 | x | -19
Cc1ccc(C(=O)Nc2ccccc2Oc2ccccc2)cc1[N+](=O)[O-] | 1 | 34 | 0 | 5 | -0.3 | -19[20 µM] | -0.8 | 0.73 | -2
CCCOc1ccc(N2C(=O)C3ON(c4ccccc4)C(CCC)C3C2=O)cc1 (centres undefined) | -9 | 42 | -14 | -8 | 1.2 | -16[20 µM] | -0.3 | x | 2
COCCCn1c2nc3ccccc3nc2c2c(=O)n(Cc3cccs3)cnc21 | -1 | 3 | 2 | -7 | 0.7 | -9[20 µM] | -0.4 | -0.51 | 1
O=C(C1CCN(S(=O)(=O)c2cccnc2)CC1)N1CCN(C2CCCC2)CC1 | 2 | 25 | 2 | -7 | -0.3 | -17[20 µM] | -0.2 | 0.29 | 1
Nc1nc2ccccc2cc1S(=O)(=O)c1ccccc1 | 4 | -367 | 12 | -8 | -0.7 | -11 | -1.4 | 0.45 | -1
COc1ccc(Nc2nc(Cl)nc(N3CCN(c4ccc(OC)cc4)CC3)n2)cc1 | -9 | -24 | 10 | 13 | -0.2 | -22 | 1.3 | 0.39 | -4
Cn1cncc1C(=O)c1ccccc1 | -8 | -16 | -5 | -9 | 0.6 | -1 | 0.5 | 1 | -4
CC(C)Sc1nc(-c2ccccc2)cc(=O)[nH]1 | 0 | 2 | -2 | -5 | -0.3 | -21[20 µM] | -1.3 | -1.4 | -2
Cc1ccc(NC(=O)CSc2nccc(=O)[nH]2)c(S(=O)(=O)N2CCOCC2)c1 | -7 | -3 | 7 | -31 | 1.0 | -23 | -0.1 | 0.044 | 2
Cc1sc2ncnc(OCC(=O)c3ccc(S(=O)(=O)N4CCCC4)cc3)c2c1C | -11 | 5 | 19 | 0 | 0.6 | -13 | 1.6 | x | 0
CCOc1cc(C2CC(=O)NC3=C2C(=O)C(C(=O)OC)C(C)C3)cc(Br)c1O (centres undefined) | 4 | 11 | 0 | -17 | 0.6 | -14 | -0.3 | x | 5

Molecules from the list above with an aryl thioether with sulfur outside any ring, in the order listed:
SMILES | Tb hexokinase | m-calpain inh | PPC-1+TRAIL kill | EBV gp42 block | TRPML3 agonist | Furin inh | TRPN1 ag | Cl transport mod | Thrombin inh
COCCCn1nnnc1SCC(=O)Nc1nc(C)c(C)s1 | -3 | 3 | 18 | -7 | 0.1 | -19[20 µM] | -0.2 | -1.7 | -5
Cc1nnc(SCC(=O)Nc2nc(-c3ccc(F)cc3)cs2)[nH]c1=O | 6 | 21 | 10 | -14 | -0.7 | -6 | -2.7 | -3.1 | x
CCOC(=O)CSc1nnc(CNC(=O)c2ccc(S(=O)(=O)N3CCCCC3)cc2)n1C | -9 | 18 | 11 | -2 | 0.3 | -26 | 1.2 | -0.0035 | 3
CC(C)Sc1nc(-c2ccccc2)cc(=O)[nH]1 | 0 | 2 | -2 | -5 | -0.3 | -21[20 µM] | -1.3 | -1.4 | -2
Cc1ccc(NC(=O)CSc2nccc(=O)[nH]2)c(S(=O)(=O)N2CCOCC2)c1 | -7 | -3 | 7 | -31 | 1.0 | -23 | -0.1 | 0.044 | 2

Ordered by value in Cl transport mod (descending): 6 of the compounds above
Structure	Cl transport mod
NS(=O)(=O)c1ccc(NC(=O)C2(c3ccccc3)CCCC2)cc1	1.1
Cn1cncc1C(=O)c1ccccc1	1
Cc1ccc(C(=O)Nc2ccccc2Oc2ccccc2)cc1[N+](=O)[O-]	0.73
O=C(C1CCN(S(=O)(=O)c2cccnc2)CC1)N1CCN(C2CCCC2)CC1	0.29
CCOC(=O)CSc1nnc(CNC(=O)c2ccc(S(=O)(=O)N3CCCCC3)cc2)n1C	-0.0035
CC(C)Sc1nc(-c2ccccc2)cc(=O)[nH]1	-1.4

Next compounds.
SMILES | Tb hexokinase | m-calpain inh | PPC-1+TRAIL kill | EBV gp42 block | TRPML3 agonist | Furin inh | TRPN1 ag | Cl transport mod | Thrombin inh
CC(=O)Nc1cccc(/C(C)=N/NC(=O)c2ccc(CN3CCOCC3)cc2)c1 | -4 | -13 | 22 | -21 | 1.3 | -20 | 0.8 | 0.051 | -11
CCC1=NN2C(=N)/C(=C/c3cc(C)n(Cc4ccccc4)c3C)C(=O)N=C2S1 | -8 | -28 | -9 | -4 | 0.3 | -11 | 0.4 | 2.1 | -3
O=C(O)/C=C/C(=O)Nc1ccc(Cl)cc1C(=O)c1ccccc1 | 3 | -18 | 11 | -7 | -1.6 | -33 | -2.1 | 0.42 | 2
COc1ccc(NC(=O)NCc2ccccn2)cc1OC | 2 | 8 | 28 | -7 | 0.5 | -16[20 µM] | 1.1 | -0.062 | -5
COc1ccc(C(=S)N2CCOCC2)cc1OC(=O)c1cccc([N+](=O)[O-])c1 | -7 | -13 | 3 | -13 | 0.5 | -22 | 2.8 | -0.38 | 10
CCCN(CCC)C(=O)CCSCCC(=O)N(CCC)CCC | -3 | -1 | 37 | -8 | 0.5 | -13 | -1.6 | 0.15 | -11
COc1ccc(-n2c(C)nn(CCOc3ccccc3)c2=O)cc1 | -3 | -7 | 7 | -2 | 1.3 | -16 | 0.9 | 1.1 | -2
CCOC(=O)CSc1nnc(CNC(=O)c2ccc(S(=O)(=O)N(C)C)cc2)n1C | 17 | -8 | -1 | -3 | 1.0 | -22 | -0.1 | 0.77 | -2
N#C/C(=C\c1ccc(N2CCOCC2)o1)C(=O)NCCc1ccccc1 | -4 | 2 | -2 | -262 | 14* | 2 | 26* | x | -15
Cc1ccc(OCC(O)CN2CCN(c3ccccc3)CC2)cc1 (centres undefined) | -6 | 6 | 12 | -7 | -0.4 | -5 | 0.0 | -1.5 | 2
O=C(CN1C(=O)C2CCCCC2C1=O)N1CCN(c2ccc(F)cc2)CC1 (centres undefined) | -2 | -5 | 17 | -10 | 0.8 | -19 | 0.6 | -1.2 | -16
N#CCSc1nc(-c2ccccc2)c2cc(Cl)ccc2n1 | -5 | -26 | -6 | 1 | 0.7 | -22 | 0.7 | 0.65 | -8
Cc1cc(N=Cc2c(O)ccc3ccccc23)no1 | 12 | 10 | 10 | -20 | 0.8 | -1 | -0.2 | -0.38 | 6
COc1ccc(OC)c(C2NC(=O)NC(C)=C2C(=O)Nc2ccc(C)cc2)c1 (centres undefined) | -3 | 23 | -5 | 7 | 0.4 | -16 | 0.8 | 0.18 | 2
Cc1ccc(NC(=O)CN2C(=O)c3ccccc3C2=O)nc1 | 8 | 12 | 20 | 12 | 0.4 | -4 | 0.2 | 0.72 | 15
CC1(C)CC2(CC(c3ccccc3F)c3cc(Cl)c(O)cc3O2)NC(=S)N1 (centres undefined) | -3 | -57 | 20 | 5 | -0.1 | -21 | -1.4 | -0.17 | 5
Cc1ccccc1Nc1cc(C(=O)NCC2CCCO2)c2ccccc2n1 (centres undefined) | -5 | -16 | -4 | 1 | -0.1 | -21 | 1.4 | 1.5 | -2
CC1=Nc2ccccc2/C1=C\c1nc(-c2ccccc2)oc1O | -16 | 2 | -16 | -14 | 1.5 | -5[20 µM] | 0.1 | 0.53 | -1
COc1ccc(-c2nc(CN3CCCC(C(=O)NC4CCCC4)C3)c(C)o2)cc1 (centres undefined) | 5 | 1 | 18 | -1 | 0.4 | -19[20 µM] | 0.4 | x | 3
COc1cc(C2CC(=O)NC(SCC(=O)Nc3ccccc3C)=C2C#N)ccc1O (centres undefined) | 5 | 7 | 4 | -22 | 3.6 | -28 | 7.1 | -0.49 | -2
O=C(Nc1ccc(S(=O)(=O)Nc2nccs2)cc1)c1ccc(S(=O)(=O)N2CCOCC2)cc1 | 28 | -16 | 17 | 7 | 0.3 | -8 | -0.3 | -0.027 | 3
COC(=O)CN1CCN(C(c2ccccc2)c2ccccc2)CC1 | -8 | -12 | 10 | -19 | -0.6 | -2[20 µM] | 0.0 | 0.87 | -5
C=CCn1c(SCC(=O)NCc2ccco2)nc2sc3c(c2c1=O)CCC3 | -2 | -2 | 26 | -10 | -1.8 | -36 | -0.5 | -1.7 | 0
CCCCn1c(=O)[nH]c(=O)c2c1nc(-c1ccsc1)n2Cc1ccccc1 | 14 | -12 | 31 | 12 | 0.1 | -12[20 µM] | -1.2 | 0.4 | -2
O=C(CCC(=O)N(c1ccccc1)C(C(=O)NC1CCCC1)c1ccncc1)Nc1cccnc1 (centres undefined) | -1 | 0 | 4 | -2 | 0.1 | -10[20 µM] | 0.9 | 2 | -7
O=C(CSc1ccc2c(c1)OCCO2)Nc1ccc(Br)cc1 | 0 | 4 | 13 | -7 | 0.9 | -8[20 µM] | 3.9 | -0.76 | -2

Only EBV gp42 block (two entries from above):
| Compound | EBV gp42 block |
| --- | --- |
| CC(=O)Nc1cccc(/C(C)=N/NC(=O)c2ccc(CN3CCOCC3)cc2)c1 | -21 |
| CCC1=NN2C(=N)/C(=C/c3cc(C)n(Cc4ccccc4)c3C)C(=O)N=C2S1 | -4 |
